Screens deposited in PubChem BioAssay by Broad Institute.
RAD54 inh = inhibitors of human RAD54 branch migration; RAD54 Holliday junction branch migration, FAM/BHQ fluorescence; inhibition, % at 10.4 µM; hit rate 0.14% among 360,000; AID 602329;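 active means mean normalized replicate activity at least 40 and at least half of replicates scoring 40 or more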;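 further: 0% = median of neutral control wells and 100% = median of positive control wells; inhibitors cause a drop in the FAM fluorescence signal; in these data hits start at about 50%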
S100A4 MyoIIA = inhibitors of human S100A4 binding to myosin IIA peptide. inhibition, % at 10.7 µM. S100A4/TAMRA-MyoIIA peptide fluorescence polarization. hit rate 0.14% among 360,000;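 active means mean inhibition of at least 70% across replicates, with every replicate also reaching that level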
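assay system = human S100A4 monomer with TAMRA-labelled myosin IIA peptide | also added = labelled myosin peptide probe, 5 nM | incubation = 5 min between mix addition and reading | control set = DMSO and TFP controls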
esBAF inh = blocks esBAF chromatin remodeling in mouse ES cells | Bmi1-luciferase knock-in reporter, 24 h; 100% = twice the neutral-well signal | reporter increase, % at 12.5 µM | hit rate 2% among 350,000 | AID 602393; in the data active means activation above about 40%;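 further: 0% = median of the plate's neutral control wells and 100% = double that signal; a rise in the Bmi1 reporter signal indicates esBAF inhibition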
XiGFP reactiv = X-chromosome reactivation activator; AID 743238; XiGFP mouse fibroblasts, % GFP-positive cells imaging, 3 d; cells co-treated with 5-aza-dC sensitizer; scaled so ellipticine positive control = 100%; activation, % at 7.58 µM; hit rate 0.055% among 360,000;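 active means mean normalized replicate activation at least 10% and every replicate at or above 10%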;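 further: 0% = median of on-plate neutral control wells and 100% = ellipticine 6 µM median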
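System: XiGFP fibroblasts, SV40-immortalized. Medium: DMEM plus 5-aza-dC sensitizer. Doses: single point. Timing: 3 d treatment, 15 min room-temperature fixation. Control set: ellipticine 6 µM.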
RAD52 anneal inh = RAD52 (human) annealing inhibition; recombinant RAD52 DNA annealing, FRET fluorescence; inhibition, % at 18.7 µM; hit rate 0.46% among 360,000; AID 651710;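 active means every replicate showing at least 50% inhibition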
Target sequence (P43351 whole entry, looked up): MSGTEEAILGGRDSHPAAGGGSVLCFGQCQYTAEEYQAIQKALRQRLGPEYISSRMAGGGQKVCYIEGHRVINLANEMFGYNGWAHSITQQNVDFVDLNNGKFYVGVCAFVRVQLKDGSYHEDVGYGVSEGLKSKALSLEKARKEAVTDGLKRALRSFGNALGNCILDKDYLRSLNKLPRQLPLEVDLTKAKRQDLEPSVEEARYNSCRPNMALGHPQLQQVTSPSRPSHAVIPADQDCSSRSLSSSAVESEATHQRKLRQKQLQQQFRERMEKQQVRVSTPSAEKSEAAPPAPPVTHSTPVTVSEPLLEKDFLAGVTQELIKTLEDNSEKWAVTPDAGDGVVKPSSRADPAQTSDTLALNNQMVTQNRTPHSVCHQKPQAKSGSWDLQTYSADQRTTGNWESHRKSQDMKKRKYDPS
ERp5 block = ERp5 (human) disulfide isomerase inhibition. hit rate 0.05% among 350,000. inhibition, % at 9.99 µM. Q15084. ERp5 insulin aggregation, absorbance 650 nm, 90 min;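 active means mean replicate inhibition above about 25%, with every replicate also reaching it, limit read from the data, passing the limit was not always enough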
ERAP1 HTS inh = blocks human ERAP1 aminopeptidase activity. recombinant ERAP1, Leu-AMC fluorescence, 60 min. hit rate 0.15% among 340,000. Q9NZ08. inhibition, % at 10.7 µM;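 active means mean replicate inhibition of at least 30%, or all replicates individually reaching that 30% level; inactive means mean below 30% and not every replicate reaching it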;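 further: 0% = neutral control wells and 100% = L-leucinethiol positive control wells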
E-sel inducer = E-selectin induction on HUVECs; HUVEC E-selectin immunofluorescence imaging; normalized: neutral wells 0, TNF-alpha wells 100; activation, % at 7.58 µM; hit rate 0.37% among 260,000; AID 686992;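 active means mean E-selectin-positive cell signal at least 10% of the positive control, reached in at least 60% of replicates, without over 20% cell loss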;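 further: in these data hits start at about 27%; measured in HUVEC primary endothelial cells; signal is the percent of cells scored E-selectin positive by PE staining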
Target sequence (P16581 whole entry, looked up): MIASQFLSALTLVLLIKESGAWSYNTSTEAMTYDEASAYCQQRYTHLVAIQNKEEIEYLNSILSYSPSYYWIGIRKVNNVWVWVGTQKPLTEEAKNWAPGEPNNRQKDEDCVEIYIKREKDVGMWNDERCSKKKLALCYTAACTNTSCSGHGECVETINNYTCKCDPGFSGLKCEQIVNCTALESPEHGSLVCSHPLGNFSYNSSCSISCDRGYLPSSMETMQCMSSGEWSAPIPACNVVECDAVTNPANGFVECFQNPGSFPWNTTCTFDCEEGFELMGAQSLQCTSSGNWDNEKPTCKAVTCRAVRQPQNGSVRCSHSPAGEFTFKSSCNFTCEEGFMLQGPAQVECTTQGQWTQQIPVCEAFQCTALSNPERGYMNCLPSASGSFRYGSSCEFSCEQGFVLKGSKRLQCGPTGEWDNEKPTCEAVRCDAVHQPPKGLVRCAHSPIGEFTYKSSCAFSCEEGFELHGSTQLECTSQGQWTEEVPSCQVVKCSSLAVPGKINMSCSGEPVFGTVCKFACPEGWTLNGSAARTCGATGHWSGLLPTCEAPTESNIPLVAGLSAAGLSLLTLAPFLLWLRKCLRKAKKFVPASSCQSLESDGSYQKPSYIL
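Test system: HUVEC | Signal: Immunofluorescence imaging | Read-out: Percent E-selectin-positive cells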
The depositor's hits bear a star; x = not tested or not shown. Not a hit list (roughly 2.5% active in at least one column).

SMILES | RAD54 inh | S100A4 MyoIIA | esBAF inh | XiGFP reactiv | RAD52 anneal inh | ERp5 block | ERAP1 HTS inh | E-sel inducer
COc1ccc(S(=O)(=O)Nc2cccc3c2O[C@@H](CN(C)Cc2ccncc2)[C@@H](C)CN([C@@H](C)CO)C3=O)cc1 | -10 | 4 | -13 | 0.2 | -14 | -2 | 1 | 1.8
O=C(NCc1ccc(F)cc1)c1ccc(Br)o1 | 2 | -1 | -10 | 0.0 | -14 | -2 | -1 | x
O=C(Nc1cccc(Cl)c1)N(CCCN1CCOCC1)Cc1ccccc1F | -27 | -2 | 8 | x | -12 | -2 | -1 | x
Cc1ccc(S(=O)(=O)/N=C(/c2ccc(F)cc2)N2CCOCC2)cc1 | -7 | 0 | x | 0.1 | 5 | 2 | -5 | 0.1
CCOc1ccc(S(=O)(=O)N2Cc3ccccc3CC2C(=O)O)cc1 (configuration not stated) | -3 | 1 | -9 | -0.2 | -7 | -1 | x | -0.2
O=C(CSc1nnnn1-c1ccc(C(=O)O)cc1)NC1CC1 | -17 | -2 | -4 | 0.2 | -17 | 2 | 1 | 0.2
CC1(C)Cc2nc(Cl)c(C(N)=O)cc2CO1 | 5 | 0 | -6 | -0.1 | 3 | 1 | -3 | 0.5
CC1CCN(C(=O)Cn2c(=O)n(Cc3ccco3)c(=O)c3sccc32)CC1 | -6 | -6 | -3 | 0.0 | -6 | 0 | -3 | 0.3
C=CCOc1ccccc1CN1CCC(Cc2ccccc2)CC1 | -6 | -2 | 1 | 0.0 | -24 | 0 | -2 | 0.5
CC1Cc2[nH]c(=S)[nH]c(=O)c2C(c2ccc(F)cc2)O1 (configuration not stated) | x | 0 | x | -0.1 | -7 | 2 | x | 0.2
CC1=C(C)CC(C(=O)Nc2nccs2)C(C(=O)O)C1 (configuration not stated) | 0 | -18 | -4 | 0.0 | -2 | 3 | -4 | x
COc1cccc2c1C(=O)C=C(C)C2=O | -7 | 6 | x | 0.0 | -16 | 1 | -1 | x
Nc1c2c(nn1-c1ccc(C(=O)O)cc1)CNC2 | -1 | 0 | 5 | 0.1 | -2 | 0 | 0 | x
COc1ccc(CNC(=O)COC(=O)c2ccc(F)c(S(=O)(=O)N3CCCCC3)c2)cc1OC | 3 | -1 | x | 0.1 | 1 | 3 | 1 | 3.5
Cc1cc(C)nc(SCC(=O)NCC2COc3ccccc3O2)n1 (configuration not stated) | -7 | 2 | 2 | 0.0 | -1 | 4 | -1 | 5.9
Cc1ccc(CN2CC(C(=O)N3CCN(S(=O)(=O)c4cccc(F)c4)CC3)CC2=O)cc1 (configuration not stated) | -1 | 3 | 2 | 0.0 | -21 | 1 | 2 | 0.2
CN1CCN(C(=O)C[C@@H]2C[C@H]3c4cc(NC(=O)CC5CC5)ccc4O[C@H]3[C@H](CO)O2)CC1 | -21 | 7 | -5 | 0.0 | 3 | -8 | 2 | -0.1
CN(C(=O)c1ccc(NC(=O)Cc2cccc(NC(=O)C3CCCN(C(=O)C4CCCCC4)C3)c2)cc1)C1CCCC1 (configuration not stated) | -5 | 1 | -3 | 0.3 | 3 | 1 | 3 | -0.1
CN(CC(=O)NCc1ccco1)S(=O)(=O)c1cccc2cccnc12 | -6 | -1 | -1 | 0.0 | -9 | -7 | -1 | x
CCCN(C)C[C@H]1Oc2cc(C#CC3CCCC3)ccc2S(=O)(=O)N([C@H](C)CO)C[C@@H]1C | -6 | -5 | -4 | -0.1 | -63 | 5 | -14 | 0.4
O=C(c1ccc2c3c(cccc13)CC2)C1CCCN(Cc2ccccn2)C1 (configuration not stated) | -1 | 1 | 1 | -0.1 | -18 | 0 | -6 | 0.9
N#Cc1ccc(CN2CCN(C(=O)C3CC(=O)N(c4ccccc4F)C3)CC2)cc1 (configuration not stated) | 2 | 0 | 4 | 0.2 | -7 | 5 | -3 | 1.0
CCCC#Cc1cnc2c(c1)C(=O)N([C@@H](C)CO)C[C@H](C)[C@H](CN(C)C(=O)c1cccnc1)O2 | -31 | 5 | -3 | -0.7 | 1 | 0 | 0 | 0.4
COc1ccccc1CNC(=O)C1CCCN(S(=O)(=O)c2cccc3nonc23)C1 (configuration not stated) | x | -6 | x | 0.0 | -14 | 1 | -1 | x
C[C@@H]1CCCCO[C@H](CN(C)S(C)(=O)=O)[C@@H](C)CN([C@H](C)CO)C(=O)c2cc(NC(=O)CCC(F)(F)F)ccc2O1 | 3 | 8 | 1 | 0.0 | 14 | 1 | -2 | 0.1

(listing goes on)
SMILES | RAD54 inh | S100A4 MyoIIA | esBAF inh | XiGFP reactiv | RAD52 anneal inh | ERp5 block | ERAP1 HTS inh | E-sel inducer
COc1cc2c(cc1OC)CN(C(=O)CCNC(=O)c1ccccc1Cl)CC2 | 1 | -3 | -6 | 0.0 | -14 | 2 | 1 | -0.5
Cc1nc2cc(N)ccc2n1-c1ccccc1 | x | -56 | 0 | 0.0 | -5 | 0 | 0 | 0.4
O=C(C1CC1)N1CC(=O)N2[C@@H](CO)[C@@H](c3ccc(Br)cc3)[C@@H]2C1 | x | 19 | x | 0.0 | -22 | 1 | 0 | -0.1
Cc1ccc(-c2nc(C(F)(F)F)cc(=O)[nH]2)cc1 | x | -3 | -7 | -0.1 | -1 | 1 | 1 | 1.1
COc1cccc(-c2ccc3n(c2=O)C[C@H]2[C@H](CO)[C@@H](C(=O)N4CCCCC4)N[C@@H]32)c1 | -11 | -3 | -5 | -0.1 | -9 | 3 | 4 | -1.5
Cc1cc(=O)[nH]c(N/N=C/c2c(C)nn(-c3ccc(F)cc3)c2Cl)n1 | -4 | 0 | -4 | 0.1 | -20 | -1 | -1 | -2.3
C[C@H]1CN([C@@H](C)CO)C(=O)c2cc(NC(=O)CCC(F)(F)F)ccc2O[C@@H]1CN(C)C(=O)Nc1cccc2ccccc12 | -4 | 4 | 2 | 1.5 | 2 | -6 | 0 | -3.8
CCN(CC)CCn1c2c(c(SCC(=O)Nc3ccc4c(c3)OCCO4)nc1=O)CCCC2 | -6 | -1 | x | 0.0 | 4 | -5 | -2 | 9.4
CN1C(=O)c2cc(NC(=O)C3CCOCC3)ccc2OC[C@@H]2O[C@@H](CC(=O)NC3CCCC3)CC[C@@H]21 | -1 | 0 | 1 | 0.2 | 1 | -4 | 0 | -0.1
CCOC(=O)C1CCCN(C(=O)c2ccc(NS(=O)(=O)c3ccc4[nH]c(=O)[nH]c4c3)cc2)C1 (configuration not stated) | 4 | 0 | 3 | -0.1 | -13 | 2 | -1 | -0.7
Cc1nn(CC(=O)Nc2ccc3c(c2)OCO3)c(C)c1Cl | -8 | -7 | 11 | 0.1 | -9 | 4 | -1 | x
Cc1ccc(CCNC(=O)C2CCC(=O)N(Cc3ccccc3F)C2)o1 (configuration not stated) | 4 | 1 | 55* | 0.0 | -3 | 0 | -1 | 0.7
C[C@@H](NC(=O)C[C@H]1CC[C@@H](NC(=O)C2CC2)[C@@H](CO)O1)c1ccccc1 | 3 | 3 | -7 | -0.8 | -3 | -3 | 0 | 0.0
O=C(NCCCl)C1Cc2c(ccc3ccccc23)O1 (configuration not stated) | -2 | 3 | -8 | 0.5 | -39 | 4 | 3 | 4.1
Cc1[nH]c(C)c(S(=O)(=O)N2CCN(c3cccc(C(F)(F)F)c3)CC2)c1C(=O)N1CCCC1 | -16 | 10 | 3 | 0.1 | 5 | 4 | 2 | x
Cc1nc(N2CCOCC2)nc(N2CCCCC2C)c1[N+](=O)[O-] (configuration not stated) | x | 0 | x | 0.0 | 1 | 5 | 2 | -0.1
CCOc1ccc(N2C(=O)CC(NNc3nc4ccccc4s3)C2=O)cc1 (configuration not stated) | 3 | -5 | -4 | 0.4 | -10 | 0 | 0 | 0.2
CO[C@H]1CN(C)C(=O)c2ccc(NC(=O)c3ccno3)cc2OC[C@H](C)N(S(C)(=O)=O)C[C@H]1C | 8 | -51 | 0 | 0.2 | -139 | 1 | 4 | 0.5
CCOc1cc(/C=C/C(=O)N(CC)CC(=O)NCc2cccs2)cc(Cl)c1OC | 2 | -2 | -3 | -0.1 | -11 | 1 | 1 | x
CCOC(=O)c1sc(=NC(=O)COc2ccccc2)n(C)c1C | -8 | -1 | 19 | 0.3 | -12 | -4 | 2 | 1.0
C[C@H](CO)N1C[C@H](C)[C@H](CN(C)C(=O)C2CC2)Oc2cc(-c3cccc(F)c3)ccc2S1(=O)=O | -2 | -24 | -6 | -0.8 | 13 | 2 | 1 | 0.0
COc1ccc(-n2nc3c(c2NC(=O)C(C)Oc2ccccc2)CS(=O)C3)cc1 (configuration not stated) | 14 | -2 | x | 0.0 | -3 | -1 | 2 | x
COc1ccc2c3c(n(C)c2c1)[C@@H](CO)N(C(=O)Nc1ccccc1F)CC31CN(C(C)=O)C1 | x | 24 | x | 0.1 | 7 | -1 | 1 | -0.4
Cc1cccc(NC(=O)CSc2nnc(-c3ccncc3)n2CC2CCCO2)c1 (configuration not stated) | -2 | -3 | -4 | 0.0 | 4 | 3 | -4 | x
COc1cccc(NC(=O)N(C)C[C@H]2Oc3cc(C#Cc4ccc(F)cc4)ccc3S(=O)(=O)N([C@H](C)CO)C[C@H]2C)c1 | -9 | -4 | -12 | -1.1 | 14 | 1 | 1 | 0.3

In the list so far, these have a Cl atom:
SMILES | RAD54 inh | S100A4 MyoIIA | esBAF inh | XiGFP reactiv | RAD52 anneal inh | ERp5 block | ERAP1 HTS inh | E-sel inducer
O=C(Nc1cccc(Cl)c1)N(CCCN1CCOCC1)Cc1ccccc1F | -27 | -2 | 8 | x | -12 | -2 | -1 | x
CC1(C)Cc2nc(Cl)c(C(N)=O)cc2CO1 | 5 | 0 | -6 | -0.1 | 3 | 1 | -3 | 0.5
COc1cc2c(cc1OC)CN(C(=O)CCNC(=O)c1ccccc1Cl)CC2 | 1 | -3 | -6 | 0.0 | -14 | 2 | 1 | -0.5
Cc1cc(=O)[nH]c(N/N=C/c2c(C)nn(-c3ccc(F)cc3)c2Cl)n1 | -4 | 0 | -4 | 0.1 | -20 | -1 | -1 | -2.3
Cc1nn(CC(=O)Nc2ccc3c(c2)OCO3)c(C)c1Cl | -8 | -7 | 11 | 0.1 | -9 | 4 | -1 | x
O=C(NCCCl)C1Cc2c(ccc3ccccc23)O1 (configuration not stated) | -2 | 3 | -8 | 0.5 | -39 | 4 | 3 | 4.1
CCOc1cc(/C=C/C(=O)N(CC)CC(=O)NCc2cccs2)cc(Cl)c1OC | 2 | -2 | -3 | -0.1 | -11 | 1 | 1 | x
